FLuc act counter: affects firefly luciferase, flagging false hits in luciferase stimulation screens; 200,000 tested, under 10 active; activation factor at 10 µM; P08659; ATPlite luciferase biochemical, luminescence, 10 min; 0 = ATP-free wells, 1 = DMSO control; AID 1027;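 active = luciferase activation factor, scaled between plate controls, of at least 2 with compound at 10 µM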
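Assay system: Luciferase/luciferin detection reagent, cell-free biochemical luciferase assay / Also added: ATP substrate / Schedule: 10 min at ambient temperature / Measured by: luminescence measurement of luciferase light output / Benchmarks: low control with PBS replacing ATP, high control enzyme plus ATP without compound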
APP 5UTR inh: APP translation inhibition. SH-SY5Y APP 5'UTR-luciferase reporter, luminescence. inhibition, % at 2 µM. 190,000 tested, 0.82% active. AID 1285;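 active = inhibition above a set limit, derived from the sample mean plus 3 SD, cut at about 45% in these data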; note: values of inactives mirror those of a sister screen read the other way
Diaphorase inh: inhibits diaphorase or chemically oxidizes, flagging diaphorase assay artifacts. 190,000 tested, 0.69% active. diaphorase resazurin-to-resorufin fluorescence, NADH, 16 min; bacterial (C. kluyveri) enzyme, not human. inhibition, % at 20 µM;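 active = primary screen inhibition at 20 µM above a set limit, cut at about 50% in these data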;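 note: plate controls were DMSO with full reaction for no effect and wells lacking NADH for full effect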
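Detection: fluorescence of resorufin formed from resazurin, Ex 544/Em 590 nm; test system: Clostridium kluyveri diaphorase enzyme; amount: 0.14 U/mL diaphorase, enzyme working solution; times: 16-min room-temperature incubation before reading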
Diaph act CS: counter-screen for diaphorase-based assays: diaphorase activators and chemical reducers; 190,000 tested, 0.005% active; AID 1229; activation factor at 20 µM; Diaphorase/resazurin coupled assay, resorufin fluorescence, 16 min; stronger effect = higher value; 1 = vehicle wells, 0 = NADH-free wells;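 active = diaphorase activity raised at least twofold by the compound at 20 µM; inactive = activation factor below 2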
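Material: purified diaphorase enzyme from Clostridium kluyveri; Also added: 0.114 mM NADH and 0.1 mM resazurin, final amounts; Doses: single compound dose of 20 µM, 1% DMSO final; Times: 16 min enzyme reaction, ambient temperature; Detection: resorufin fluorescence, excitation 544 nm, emission 590 nm; Measure: increased resorufin signal from activators or reducing compounds.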
APP 5'UTR act: APP 5'UTR luciferase reporter activation. 190,000 tested, 1% active. SH-SY5Y APP 5'UTR luciferase reporter, luminescence; zero percent = DMSO vehicle wells. activation, % at 2 µM. AID 1276;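 active = activation above a set limit, based on mean plus 3 SD of controls, cut at about 140% in these data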; note: values of inactives mirror those of a sister screen read the other way
TLR4-MyD88 BLA: inhibitors of human TLR4-MyD88 binding; O00206+Q99836; inhibition, % at 8.4 µM; AID 861; 200,000 tested, 0.18% active; HeLa CL3-4 TLR4/MyD88 BLA complementation, FRET ratio; in the data active = inhibition above about 25%;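 note: 0% = vehicle and 100% = reference inhibitor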
Target sequence (O00206 whole entry, looked up): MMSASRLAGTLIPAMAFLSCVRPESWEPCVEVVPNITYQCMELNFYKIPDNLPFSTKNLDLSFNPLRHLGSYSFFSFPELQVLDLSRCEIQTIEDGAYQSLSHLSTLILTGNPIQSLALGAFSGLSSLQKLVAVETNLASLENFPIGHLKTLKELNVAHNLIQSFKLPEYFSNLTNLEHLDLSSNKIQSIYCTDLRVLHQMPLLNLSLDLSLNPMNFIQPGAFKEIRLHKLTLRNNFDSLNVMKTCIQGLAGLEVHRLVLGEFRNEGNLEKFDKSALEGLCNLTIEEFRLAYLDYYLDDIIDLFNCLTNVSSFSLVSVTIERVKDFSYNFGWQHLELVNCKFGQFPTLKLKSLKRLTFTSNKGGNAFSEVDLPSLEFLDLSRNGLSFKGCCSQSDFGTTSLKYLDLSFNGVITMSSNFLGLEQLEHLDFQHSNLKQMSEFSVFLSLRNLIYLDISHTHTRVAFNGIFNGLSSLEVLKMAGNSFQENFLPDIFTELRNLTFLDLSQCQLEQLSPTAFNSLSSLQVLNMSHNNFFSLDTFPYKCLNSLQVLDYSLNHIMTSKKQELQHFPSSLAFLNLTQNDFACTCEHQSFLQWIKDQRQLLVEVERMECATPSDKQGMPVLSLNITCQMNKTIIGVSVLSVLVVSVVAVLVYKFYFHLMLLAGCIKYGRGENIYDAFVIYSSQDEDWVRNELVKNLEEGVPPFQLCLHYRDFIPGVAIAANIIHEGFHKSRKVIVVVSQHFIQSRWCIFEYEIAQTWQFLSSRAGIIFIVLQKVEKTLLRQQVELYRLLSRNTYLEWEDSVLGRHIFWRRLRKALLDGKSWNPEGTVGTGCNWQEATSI
Target sequence (Q99836 whole entry, looked up): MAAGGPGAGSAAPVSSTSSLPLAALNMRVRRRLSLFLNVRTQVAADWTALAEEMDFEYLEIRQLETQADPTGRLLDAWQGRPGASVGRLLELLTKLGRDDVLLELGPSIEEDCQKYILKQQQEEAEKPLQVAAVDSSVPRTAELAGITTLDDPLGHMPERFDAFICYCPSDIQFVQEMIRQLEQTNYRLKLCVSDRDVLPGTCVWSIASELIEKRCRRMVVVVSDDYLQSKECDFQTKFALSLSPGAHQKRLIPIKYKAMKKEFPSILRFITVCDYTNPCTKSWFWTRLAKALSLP
NF-kB neuron act: raises NF-kB expression in human neuronal cells; NF-kB reporter expression; stronger effect = higher value; fold change at 12.5 µM; 190,000 tested, 1.6% active; in the data active = fold change above about 3.3
STAT1 activator: activators of IFN-gamma induced STAT1 signaling | NIH 3T3 STAT1-luciferase reporter, luminescence; 100% = IFN-gamma alone, no compound | 200,000 tested, 2.6% active | activation (% of control), % at 5.5 µM;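 active = activation above the screen-wide mean activation plus 3 SD, cut at about 130% in these data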;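 note: raw ratio to IFN-gamma control signal so 100% means no change and 0% no light; values of inactives mirror those of a sister screen read the other way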
FLuc inh counter: Photinus pyralis luciferase inhibition counter-screen | 200,000 tested, 1.5% active | AID 1006 | inhibition, % at 10 µM | ATPLite firefly luciferase biochemical luminescence, 10 min;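 active = inhibition above about 50% when tested at 10 µM, limit read from the data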
G6PDH counter: inhibits Leuconostoc G6PDH, flagging false hits in G6PDH-based assays | Purified L. mesenteroides G6PDH, diaphorase/resazurin coupled fluorescence, 45 min | inhibition, % at 5 µM | 200,000 tested, 0.12% active; in the data active = inhibition above about 50%
* marks the source's active call; other numbers are inactive results; nt = no result given.

Values run as follows: G6PDH counter	STAT1 activator	NF-kB neuron act	Diaphorase inh	APP 5UTR inh	Diaph act CS	APP 5'UTR act	FLuc inh counter	TLR4-MyD88 BLA	FLuc act counter
Nc1ccnc(C(F)(F)F)c1C(=O)c1ccccc1
 : 6	97	1	-4	-1	1	1	-8	-7	1.1
Oc1ccccc1C1=Nc2ncnn2C(c2ccccc2)C1 (centres undefined)
 : 4	95	0.94	11	2	0.9	-2	-4	5	1
COc1ccc(C2CC(c3cccc(Cl)c3)n3nc(N)nc3N2)cc1 (centres undefined)
 : -16	99	1.1	10	-5	0.9	5	-7	3	1.1
CC1CN(S(=O)(=O)c2ccc(NC(=O)CCN3C(=O)c4ccccc4C3=O)cc2)CC(C)O1 (centres undefined)
 : -2	96	0.9	4	1	1	-1	-4	-3	1
Cc1cc(C)cc(OCc2nnc(SCC(=O)OC3CCCCC3)o2)c1
 : 2	99	1.1	19	-9	0.8	9	-5	4	1
CC1(C)CC(=O)C(C=NCC2CCN(C(=S)Nc3cccc(Cl)c3)CC2)=C(O)C1
 : 4	101	1.1	-2	2	1	-2	-9	6	1.1
CC(C)NC(=O)c1ccccc1NC(=O)CCc1ccccc1
 : 1	102	1.4	10	-19	0.9	19	-4	5	1
O=S(=O)(c1cccc(-c2csc(-c3ccccc3)n2)c1)N1CCOCC1
 : -4	102	1.1	19	-23	0.8	23	-4	7	1
COc1ccc(S(=O)(=O)N2CC(C)N(S(=O)(=O)c3ccc(OC)cc3)CC2C)cc1 (centres undefined)
 : 3	nt	nt	33	nt	0.7	nt	-5	nt	1
COC(=O)c1ccc(CSc2nc3ccc(S(=O)(=O)N4CCOCC4)cc3[nH]2)cc1
 : 10	91	0.95	16	-50	0.8	50	-6	-4	1.1
N#Cc1cccc(NC(=O)C2SC(=Nc3ccccc3)C(C(=O)N3CCOCC3)=C2N)c1 (centres undefined)
 : -2	108	0.9	19	-8	0.8	8	-5	-7	1.1
CCn1nc(C)cc1C(=O)N1CCCC(CCC(=O)NCc2ccccc2F)C1 (centres undefined)
 : 15	84	1.1	4	2	1	-3	-5	-7	1
Cc1ccc(-n2c(CNc3ccc(F)cc3)nnc2SCC(=O)N2CCOCC2)cc1
 : 3	102	1.1	6	0	0.9	0	-6	-6	1.1
O=C(c1ccc2ccccc2n1)N1CCN(c2ccccc2O)CC1
 : 6	100	1.1	9	-43	0.9	43	5	16	1
COc1ccc(N2COC3c4cccc5cccc(c45)C32)cc1 (centres undefined)
 : -5	96	1.4	11	-4	0.9	4	-6	-4	1.1
O=C1C=C(NC2CCCC2)CC(c2ccccc2)C1 (centres undefined)
 : 3	103	1.1	-8	-2	1.1	1	-2	-4	1
CC(=O)N1N=C(c2ccc(C)o2)CC1c1ccc(F)cc1 (centres undefined)
 : 2	108	1.2	10	7	0.9	-7	-3	-2	1
Cc1nc(SCC(=O)Nc2ccc(F)cc2)c2oc3ccccc3c2n1
 : 0	105	1.1	0	nt	1	nt	-5	-2	1
CN(Cc1nc(-c2cccnc2)no1)S(=O)(=O)c1ccccc1
 : -16	101	1.2	-2	6	1	-6	-7	-1	1.1
Cc1ccc(-c2noc(CSc3ccccc3)n2)cc1
 : 1	118	4.4*	-2	-170	1	170*	11	0	0.9

Pulled one by one from the entries so far, 5 records:
Values run as follows: G6PDH counter	STAT1 activator	NF-kB neuron act	Diaphorase inh	APP 5UTR inh	Diaph act CS	APP 5'UTR act	FLuc inh counter	TLR4-MyD88 BLA	FLuc act counter
COc1ccc(N2COC3c4cccc5cccc(c45)C32)cc1 (centres undefined)
 : -5	96	1.4	11	-4	0.9	4	-6	-4	1.1
Cc1ccc(-n2c(CNc3ccc(F)cc3)nnc2SCC(=O)N2CCOCC2)cc1
 : 3	102	1.1	6	0	0.9	0	-6	-6	1.1
COc1ccc(S(=O)(=O)N2CC(C)N(S(=O)(=O)c3ccc(OC)cc3)CC2C)cc1 (centres undefined)
 : 3	nt	nt	33	nt	0.7	nt	-5	nt	1
Oc1ccccc1C1=Nc2ncnn2C(c2ccccc2)C1 (centres undefined)
 : 4	95	0.94	11	2	0.9	-2	-4	5	1
CN(Cc1nc(-c2cccnc2)no1)S(=O)(=O)c1ccccc1
 : -16	101	1.2	-2	6	1	-6	-7	-1	1.1

(list continues)
Values run as follows: G6PDH counter	STAT1 activator	NF-kB neuron act	Diaphorase inh	APP 5UTR inh	Diaph act CS	APP 5'UTR act	FLuc inh counter	TLR4-MyD88 BLA	FLuc act counter
CCc1ccc(/C=C2\Oc3cc(OS(C)(=O)=O)ccc3C2=O)cc1
 : -8	98	1.2	24	-4	0.8	3	1	-4	1
CN(C)S(=O)(=O)c1ccc(C(=O)Nc2ccc(F)cc2F)cc1
 : -16	103	1.3	13	nt	0.9	nt	-7	6	1.1
COC(=O)c1ccc(NC(CC(C)C)C(=O)OC)c([N+](=O)[O-])c1 (centres undefined)
 : -12	106	1.3	10	-1	0.9	1	-7	-4	1.1
Cc1nc(NC2=NCN(Cc3ccccc3)CN2)nc2ccccc12
 : -4	nt	nt	24	nt	0.8	nt	-9	nt	1.1
COc1cc(C(=O)NC(=S)Nc2ccc3oc(=O)ccc3c2)cc(OC)c1OC
 : 6	100	1.1	8	0	0.9	0	-5	-5	1.1
CCN(CC)c1ccc(C(=O)OCC(=O)Nc2cc3oc4ccccc4c3cc2OC)cc1
 : -13	98	1	3	-6	1	7	-7	11	1.1
O=C(c1ccc(S(=O)(=O)NCC2CCCO2)cc1)N1CCN(c2cccc(Cl)c2)CC1 (centres undefined)
 : -4	82	1	19	4	0.8	-4	-5	1	1
CC(/C=C/c1ccccc1)=N\Nc1nc(C)cc(C)n1
 : -3	111	1.4	8	-9	0.9	9	1	5	1
O=C(c1cc([N+](=O)[O-])ccc1N1CCCC1)N1CCCCC1
 : 15	90	1.3	30	-6	0.7	6	-10	11	1.1
C(=N\Nc1nc(-c2ccccc2)cs1)/c1ccncc1
 : 11	149*	2.9	23	-92	0.8	92	6	17	0.9
CCOC(=O)c1cc2c(c(CSc3nc4ccccc4c(=O)n3Cc3ccco3)c1)OCOC2
 : -24	96	1	26	3	0.7	-3	-6	10	1.1
CN(c1ccc(OCC(=O)OCC(=O)Nc2ccc(F)cc2)cc1)S(=O)(=O)c1ccc(Cl)cc1
 : -17	105	1.2	23	-1	0.8	1	-4	6	1
COc1ccc(NC(=O)Nc2c(SC)nsc2SC)cc1
 : 3	96	1.3	-5	-12	1	12	-3	-1	1
CCNC(=O)CCCOc1ccc(Cl)cc1Cl
 : 2	96	1.1	13	1	0.9	-1	3	-6	1
COc1cc(/C=N/NC(=O)C(=O)/C=C2\NC3(CCCC3)Cc3ccccc32)ccc1O
 : -22	103	0.42	39	-9	0.6	9	0	-10	1
CCN1C(=O)c2ccc(-c3nc4ccccc4c(=O)o3)cc2C1=O
 : 6	102	1.4	-39	-50	1.4	50	10	-6	0.9
Cn1c(=O)n(Cc2ccccc2)c(=O)c2c1nc(NCC1CCCO1)n2Cc1ccccc1 (centres undefined)
 : -1	91	0.56	8	-6	0.9	7	-5	-3	1.1
Cc1noc(NS(=O)(=O)c2ccc(N3Cc4ccccc4C3=O)cc2)c1C
 : 1	106	1.3	18	-20	0.8	21	-2	-2	1
CCn1cc(S(=O)(=O)N2CCN(Cc3cccc(Cl)c3)CC2)cn1
 : 0	90	1.6	1	-6	1	6	0	-9	1
Cc1cccc(C)c1-n1c(C)cc(/C=N\NC(=O)CC(=O)NC2CCCCC2)c1C
 : 5	105	0.9	7	-18	0.9	17	-5	-12	1.1
COC(=O)[C@@]1(Cc2ccc(OC)cc2)[C@H]2c3cc(C(=O)N4CCCC4)n(CCN4CCNC4=O)c3C[C@H]2CN1C(=O)c1ccccc1
 : 16	98	1.3	17	1	0.8	-1	0	2	1
COc1ccc2cc(C3CC(c4ccco4)=NN3C(=O)CCC(=O)O)c(Cl)nc2c1 (centres undefined)
 : 1	103	0.98	4	-8	1	8	0	-1	1
COc1ccc(N2CCN(C(=O)CCCn3c(=O)[nH]c4cc(Cl)ccc4c3=O)CC2)cc1
 : -3	95	0.93	1	4	1	-4	-1	-6	1
O=C(c1ccco1)N1CCN(C(=O)c2ccc(COc3ccc4c(c3)CCC4)o2)CC1
 : 3	132*	0.45	20	4	0.8	-4	4	-4	1
C=CCC(=O)OCCCCCCOc1ccc(C(=O)O)cc1
 : -13	106	1	14	nt	0.9	nt	-6	13	1.1
FC(F)(F)c1ccc(N=Cc2sc(N3CCOCC3)nc2-c2ccccc2)cc1
 : 6	104	1.1	21	4	0.8	-3	3	10	1
COC(=O)c1cccc(NC(=O)c2cc3sccc3n2C)c1
 : 0	113	1	26	-107	0.7	107	7	0	0.9
O=C(NCc1ccccc1)c1ccc2c(=O)[nH]c3c(C(=O)NCC4CCCO4)sc(=S)n3c2c1 (centres undefined)
 : -2	98	0.9	70*	2	0.3	-2	-1	10	1
Cc1nnc(SCC(=O)c2c(N)n(C)c(=O)n(C)c2=O)n1Cc1ccccc1
 : -5	102	0.97	13	-1	0.9	1	-8	-4	1.1
O=C(NC(=S)Nc1ccc(N2CCOCC2)cc1)c1cncc(Br)c1
 : 10	92	1.1	20	-16	0.8	16	-2	2	1
CC(C)CC(=O)c1c[nH]c(C(=O)NCCCn2ccnc2)c1
 : 18	101	1.2	10	nt	0.9	nt	-1	1	1
C=CCSc1nc(N)c(C(=O)Nc2ccccc2)cc1C#N
 : 10	111	1.1	1	-14	1	14	-9	3	1.1
O=C(c1ccc(Cl)c(S(=O)(=O)N2CCOCC2)c1)N1CCN(Cc2ccccc2)CC1
 : 8	100	1.2	-5	-1	1.1	1	-11	2	1.1
Cc1ccc(S(=O)(=O)N(CC(=O)N2CCCC2)C2CCCCC2)cc1
 : -3	95	1	20	-1	0.8	1	-5	0	1
O=C(c1cc2c(s1)-c1ccccc1OC2)N1CCCC1
 : 6	93	1.3	16	-47	0.8	47	25	-14	0.7
O=C(Oc1ccc2ccc(OC(=O)N3CCCCCC3)cc2c1)N1CCCCCC1
 : -2	99	1.1	9	-26	0.9	26	-4	7	1
Cc1cc(NC2C3CC4CC(C3)CC2C4)n2nnnc2n1 (centres undefined)
 : 0	95	1	12	-12	0.9	12	-3	-2	1
COc1ccccc1N1CCN(CC(=O)Nc2ccc(C)c(F)c2)CC1
 : 8	103	1.4	-6	10	1.1	-10	-3	-4	1
Cc1ccc(/C=N/NC(=O)Cn2cnc3c2c(=O)n(C)c(=O)n3C)s1
 : 3	97	0.9	13	4	0.9	-4	-6	3	1.1
CCOC(=O)c1cc(C)sc1NC(=S)Nc1ccccc1
 : 9	96	1.5	20	-10	0.8	10	5	-12	1
CN(C)S(=O)(=O)c1cccc(-c2nnc(SCCNCCO)n2-c2ccc(F)cc2)c1
 : 1	103	0.91	-29	-1	1.3	1	-1	-2	1
CCN(CC)S(=O)(=O)c1cccc(C(=O)N[C@H](C(=O)OCC(=O)NC(=O)NC)C(C)C)c1
 : -3	100	1	4	0	1	0	-8	13	1.1
CCCCOc1ccc(C(=S)N2CCC(C(N)=O)CC2)cc1
 : 4	124	0.98	11	-74	0.9	74	29	2	0.7

Assay outcomes from PubChem BioAssay.
